Assay outcomes from PubChem.
TNAP inh hiacc = inhibitors of human TNAP at high phosphate acceptor concentration; AID 1135; hit rate 0.03% among 200,000; inhibition, % at 20 µM; P05186; purified TNAP, CDP-star luminescence, 1 M DEA;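 active means over 50% inhibition of tissue-nonspecific alkaline phosphatase at 20 µM in the single-dose screen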;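 further: plate controls were DMSO wells for no effect and EDTA-quenched wells as full inhibition for full effect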
Target sequence (P05186 whole entry, looked up): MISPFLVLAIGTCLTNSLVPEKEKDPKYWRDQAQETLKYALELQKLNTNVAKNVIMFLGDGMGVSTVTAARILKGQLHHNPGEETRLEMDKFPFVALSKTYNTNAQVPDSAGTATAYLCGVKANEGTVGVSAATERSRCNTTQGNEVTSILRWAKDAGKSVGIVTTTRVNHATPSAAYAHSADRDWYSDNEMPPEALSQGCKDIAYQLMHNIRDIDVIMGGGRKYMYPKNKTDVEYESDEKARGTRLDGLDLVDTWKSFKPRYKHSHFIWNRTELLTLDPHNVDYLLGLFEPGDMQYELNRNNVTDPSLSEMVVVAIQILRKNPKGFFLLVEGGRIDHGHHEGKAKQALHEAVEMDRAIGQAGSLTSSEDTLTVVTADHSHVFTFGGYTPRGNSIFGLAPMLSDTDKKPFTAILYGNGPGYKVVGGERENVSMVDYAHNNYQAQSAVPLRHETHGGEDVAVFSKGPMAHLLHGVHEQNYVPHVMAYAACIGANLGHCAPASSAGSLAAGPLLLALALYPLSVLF
PPARg SRC-3 ag = PPARgamma-driven SRC-3 recruitment agonism | biochemical PPARgamma/SRC-3 coactivator recruitment assay | activation, % at 8 µM | hit rate 0.26% among 200,000; in the data active means activation above about 23%;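 further: 0% = DMSO and 100% = reference agonist; some compounds past the cut are filed as inactive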
Target sequence (P37231 whole entry, looked up): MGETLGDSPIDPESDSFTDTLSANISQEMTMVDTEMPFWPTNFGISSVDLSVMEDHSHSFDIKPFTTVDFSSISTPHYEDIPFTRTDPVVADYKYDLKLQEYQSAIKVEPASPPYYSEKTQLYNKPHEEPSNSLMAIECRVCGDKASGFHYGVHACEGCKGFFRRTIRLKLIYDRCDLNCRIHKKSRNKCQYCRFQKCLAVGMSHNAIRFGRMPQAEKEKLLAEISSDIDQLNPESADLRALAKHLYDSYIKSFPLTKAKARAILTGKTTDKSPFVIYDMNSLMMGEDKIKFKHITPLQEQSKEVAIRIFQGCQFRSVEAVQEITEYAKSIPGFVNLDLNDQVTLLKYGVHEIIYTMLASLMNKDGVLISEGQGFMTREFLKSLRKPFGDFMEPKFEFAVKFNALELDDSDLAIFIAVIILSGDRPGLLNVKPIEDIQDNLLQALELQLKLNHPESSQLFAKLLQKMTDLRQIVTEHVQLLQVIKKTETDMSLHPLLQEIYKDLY
PPARg SRC-1 ag = agonists of human PPARgamma SRC-1 coactivator recruitment; activation, % at 8 µM; AID 631; hit rate 0.41% among 200,000; PPARgamma-SRC-1 coactivator recruitment biochemical assay; in the data active means activation above about 19%;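 further: 0% = DMSO and 100% = reference agonist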
TNAP inh no acc = blocks human TNAP activity with no phosphate acceptor present | AID 1012 | hit rate 0.26% among 200,000 | P05186 | inhibition, % at 20 µM | purified TNAP, CDP-star luminescence, 30 min;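 active means tissue-nonspecific alkaline phosphatase inhibition above about 50% at 20 µM in the single-dose screen, limit read from the data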;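 further: 0% = DMSO negative control and 100% = EDTA positive control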
TNAP act hiacc = increases human TNAP activity under high phosphate acceptor concentration; P05186; purified TNAP, CDP-star luminescence, 1 M DEA, 30 min; active compounds read high; 0 = EDTA background, 1 = DMSO-only activity; activation factor at 20 µM; 200,000 tested, under 10 active; AID 1136;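 active means activation factor at least 2 at 20 µM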
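system = human TNAP | amount = enzyme diluted 1/800 final | reagent = 100 µM CDP-star substrate | signal = luminescent substrate turnover signal | dosing = one dose, 20 µM | benchmarks = EDTA negative control, DMSO positive control | measure = activation factor | timing = 30 min reaction, room temperature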
HMGR II inh = blocks class II HMG-CoA reductase of Enterococcus faecalis; purified E. faecalis HMGR, NADPH absorbance 340 nm kinetic; inhibition, % at 10 µM; hit rate 0.41% among 190,000;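 active means inhibition above a set limit, the median over all tested compounds plus 3 SD, cut at about 9.5% in these data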;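 further: enzyme runs in reverse so mevalonate oxidation gives rising NADPH absorbance; 0% = complete reaction with DMSO and 100% = background rate lacking mevalonate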
PPARg SRC2 recr = promotes SRC-2 coactivator recruitment by human PPARgamma; P37231; PPARgamma LBD-SRC-2 recruitment, biochemical; activation, % at 8 µM; hit rate 0.34% among 200,000; AID 1032; in the data active means activation above about 22%;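 further: 0% = vehicle and 100% = reference agonist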
TR-FRET SRC-2 ct = flags TR-FRET format artefacts in PPARgamma SRC-2 recruitment agonist screen; TR-FRET artefact counter-screen; active compounds read high; hit rate 0.4% among 200,000; AID 1049; TR-FRET ratio at 8 µM; in the data active means TR-FRET ratio above about 2000; further: inactives centre near 1500
bIAP inhibitor = blocks bovine intestinal alkaline phosphatase activity | purified bovine IAP, CDP-star luminescence, 30 min | inhibition, % at 20 µM | 190,000 tested, under 10 active;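 active means over 50% inhibition of intestinal alkaline phosphatase at 20 µM in the single-dose screen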
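test system = bovine IAP enzyme | medium = DEA buffer 100 mM, pH 9.8, with MgCl2 1.0 mM, ZnCl2 0.02 mM | detection = luminescence | dosing = single compound dose of 20 µM, 2% DMSO final | incubation = 30 min reaction at room temperature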
bIAP act = intestinal alkaline phosphatase (bovine) activation; purified bovine IAP, CDP-star luminescence, 30 min; active compounds read high; fold of DMSO-control signal, blank-subtracted; activation factor at 20 µM; hit rate 0.17% among 200,000; AID 1016;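 active means activation factor of 2 or more at 20 µM, a signal rise over negative controls twice the positive control's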
* marks the source's active call; other numbers are inactive results; x = no result given. Compounds were not picked by outcome. Share with any hit: about 1.6%.

(1) Cc1ccc2c(C(=O)CN3CCCCC3CCO)c(C)[nH]c2c1 (stereo not given)
(2) CC(C)Oc1ccc(CNC2CCOC(C)(C)C2)cc1 (stereo not given)
(3) N=C1C(c2nc3ccccc3s2)=C(O)CN1Cc1ccccc1
(4) O=C(CSc1ncnc2nc[nH]c12)c1ccccc1
(5) CN(c1ccccc1C(=O)Nc1ccccc1C(=O)NCc1ccco1)S(C)(=O)=O
(6) CN1C(=S)SC(N2OC3C(=O)N(c4ccccc4)C(=O)C3C2c2ccc(Cl)cc2)C1(C)C (stereo not given)
assay / compound	1	2	3	4	5	6
TNAP inh hiacc	-1	-3	1	2	-7	3
PPARg SRC-3 ag	2	-1	5	20	-6	9
PPARg SRC-1 ag	6	2	5	5	5	4
TNAP inh no acc	-9	-8	-8	14	-17	3
TNAP act hiacc	1	1	1	1	1.1	1
HMGR II inh	-10	1	-2	4	-5	-3
PPARg SRC2 recr	-8	5	15	-8	-4	11
TR-FRET SRC-2 ct	1382	1667	1487	1469	1532	1678
bIAP inhibitor	-6	-14	4	-1	1	8
bIAP act	1.1	1.1	1	1	1	0.9

(7) CC(C)N(C(=O)C[n+]1ccsc1N)c1ccccc1
(8) CC(=O)N1N=C(c2ccccc2)OC1c1ccc([N+](=O)[O-])s1 (stereo not given)
(9) CN(C)CC(C)(C)CNC(=O)c1cc(=O)c2ccccc2o1
(10) Cc1nnsc1C(=O)N/N=C/c1ccc2ccccc2c1O
(11) Cc1cc(=S)cc(C)n1CCCO
(12) CC(=O)c1ccc(NC(=O)C(C)OC(=O)c2ccc3c(c2)nc(C)n3-c2ccccc2)cc1 (stereo not given)
assay / compound	7	8	9	10	11	12
TNAP inh hiacc	1	-3	-1	18	3	-1
PPARg SRC-3 ag	8	0	5	-1	-6	1
PPARg SRC-1 ag	6	12	3	-6	-2	8
TNAP inh no acc	-4	-7	-3	-23	3	12
TNAP act hiacc	1	1	1	0.8	1	1
HMGR II inh	2	-2	-3	-3	-4	-3
PPARg SRC2 recr	-1	-5	6	-9	4	5
TR-FRET SRC-2 ct	1562	1657	1707	1551	1511	1645
bIAP inhibitor	1	25	6	35	7	-4
bIAP act	1	0.8	0.9	0.7	0.9	1

(13) NS(=O)(=O)c1ccc(CCNc2nc(CN3CCCCC3)nc3sc4c(c23)CCC4)cc1
(14) O=C(COc1ccc(N2CC(C(=O)O)CC2=O)cc1)Nc1cccc(C(F)(F)F)c1 (stereo not given)
(15) CCOC(=O)CCCCC(=O)c1[nH]c(=O)[nH]c1Cn1ccnc1
(16) Cc1cc(=O)n2nc(N3CCCC3C(=O)NCCCN3CC(C)CC(C)C3)sc2n1 (stereo not given)
(17) COc1cc(/C=C2/SC(N)=NC2=O)ccc1Oc1ccc([N+](=O)[O-])cc1[N+](=O)[O-]
(18) COc1ccc(-n2c(SCC(=O)Nc3cc(C)on3)nc3ccccc3c2=O)cc1Cl
assay / compound	13	14	15	16	17	18
TNAP inh hiacc	-7	-8	-9	-1	-5	-4
PPARg SRC-3 ag	0	7	5	4	-3	2
PPARg SRC-1 ag	-2	-2	3	8	-8	4
TNAP inh no acc	-7	-8	-14	-6	-12	-5
TNAP act hiacc	1.1	1.1	1.1	1	1.1	1
HMGR II inh	0	-6	2	1	-4	-3
PPARg SRC2 recr	3	7	8	3	-2	1
TR-FRET SRC-2 ct	1555	1554	1511	1606	1470	1488
bIAP inhibitor	-65	4	-26	-2	-50	7
bIAP act	1.7	1	1.3	1	1.5	0.9

The last two compounds of the section above come first, to join the parts:
(17) COc1cc(/C=C2/SC(N)=NC2=O)ccc1Oc1ccc([N+](=O)[O-])cc1[N+](=O)[O-]
(18) COc1ccc(-n2c(SCC(=O)Nc3cc(C)on3)nc3ccccc3c2=O)cc1Cl
(19) CCOC(=O)C1CCCN(Cc2ccccc2OCC)C1 (stereo not given)
(20) CC(C)NC(=O)CN1CCN(Cc2nc(-c3cccs3)no2)CC1
(21) Cc1ccc(C(=O)NC(=C(Cl)Cl)S(=O)(=O)c2ccc(C)cc2)cc1
(22) COc1ccc(Oc2c(C)oc3cc(OC(=O)N4CCOCC4)ccc3c2=O)cc1
(23) O=C(CN1CCN(S(=O)(=O)c2ccc(Br)cc2)CC1)N/N=C/c1ccco1
(24) COc1ccc(-c2ccccc2)cc1NCc1ccc(OC)c(OC)c1
assay / compound	17	18	19	20	21	22	23	24
TNAP inh hiacc	-5	-4	-3	-4	0	2	0	-7
PPARg SRC-3 ag	-3	2	-13	-3	-2	-4	5	2
PPARg SRC-1 ag	-8	4	-5	6	-7	15	3	-8
TNAP inh no acc	-12	-5	-12	-8	-8	-6	1	2
TNAP act hiacc	1.1	1	1	1	1	1	1	1.1
HMGR II inh	-4	-3	-4	3	-4	0	-1	-2
PPARg SRC2 recr	-2	1	-7	5	-6	6	9	-5
TR-FRET SRC-2 ct	1470	1488	1390	1638	1514	1515	1609	1316
bIAP inhibitor	-50	7	-4	2	x	7	39	8
bIAP act	1.5	0.9	1	1	0.1	0.9	0.6	0.9

(25) COc1ccc(CCNC(=O)CSc2nnc(-c3ccc(F)cc3)o2)cc1OC
(26) Cc1nc(-c2cccc(S(=O)(=O)N3CCCC(C)C3)c2)cs1 (stereo not given)
(27) CCc1ccc(/C=C/C(=O)c2cc(Br)ccc(=O)c2O)cc1
(28) Cc1cc(NC(=O)c2c(Br)c(C)nn2C)no1
(29) CC(C)c1nnc(NC(=O)C2CCN(c3nc4ccccc4s3)CC2)s1
(30) Cc1cccc(C)c1OCCSc1n[nH]c(N)n1
assay / compound	25	26	27	28	29	30
TNAP inh hiacc	-7	-4	8	-2	-9	-3
PPARg SRC-3 ag	0	8	-3	1	0	-3
PPARg SRC-1 ag	0	-3	-5	9	5	4
TNAP inh no acc	-1	-8	10	-2	0	-12
TNAP act hiacc	1.1	1	0.9	1	1.1	1
HMGR II inh	-11	-4	-1	-1	5	-3
PPARg SRC2 recr	2	6	4	-3	17	4
TR-FRET SRC-2 ct	1538	1664	1571	1461	1526	1486
bIAP inhibitor	2	10	17	10	-6	-9
bIAP act	1	0.9	0.8	0.9	1.1	1.1

(31) CCN=C1S/C(=C\c2ccc(N3CCOCC3)cc2C)C(=O)N1CC
(32) COC(=O)c1sc2cc(C(F)(F)F)cnc2c1-c1ccccc1
(33) O=S(=O)(Cc1ccccc1Cl)N1CCCCC1
(34) O=C(NC12CC3CC(CC(C3)C1)C2)c1ccc(-c2ccc(Cl)cc2)o1
(35) CCCCN(NC(C)=O)c1nc(Cl)nc(NC(C)C)n1
(36) C=CCc1cc(OC)ccc1OCCON1C(=O)CCC1=O
assay / compound	31	32	33	34	35	36
TNAP inh hiacc	10	1	-5	-2	-3	-2
PPARg SRC-3 ag	4	9	5	1	-4	1
PPARg SRC-1 ag	2	4	3	-5	0	3
TNAP inh no acc	2	-7	-12	-12	-7	-10
TNAP act hiacc	0.9	1	1.1	1	1	1
HMGR II inh	-6	-1	-5	-4	1	2
PPARg SRC2 recr	0	8	-7	-5	-8	0
TR-FRET SRC-2 ct	1483	1643	1569	1652	1600	1617
bIAP inhibitor	-3	0	9	-20	0	10
bIAP act	1	1	0.9	1.2	1	0.9

(37) COc1ccc(-c2nc(N)n(C(=O)c3ccc(C)cc3)n2)cc1
(38) O=C(NC1(C(F)(F)F)N=C(c2ccccc2)NC1=O)c1ccccc1 (stereo not given)
(39) Cn1c(NC(=O)c2ccccc2C(F)(F)F)cc(=O)n(C)c1=O
(40) O=C(CN(Cc1ccccc1)C1=NCCS1)c1ccccc1
(41) CC(C)(C)NC(=O)COc1ccc(CNCc2ccccn2)cc1
(42) CC(=O)/C(C(=N)N1CCN(Cc2ccccc2)CC1)=C(\C)O
assay / compound	37	38	39	40	41	42
TNAP inh hiacc	2	3	0	3	2	-1
PPARg SRC-3 ag	6	7	0	7	1	-5
PPARg SRC-1 ag	5	-5	-7	-1	-2	1
TNAP inh no acc	14	-13	-7	-12	6	-8
TNAP act hiacc	1	1	1	1	1	1
HMGR II inh	-5	1	-3	-8	-2	-8
PPARg SRC2 recr	1	12	-3	-2	-2	0
TR-FRET SRC-2 ct	1763	1588	1518	1530	1493	1586
bIAP inhibitor	-1	3	8	1	-8	1
bIAP act	1	1	0.9	1	1.1	1

(43) CC(=O)NC(=S)NNC(=O)c1ccc(Br)cc1
(44) CCN(CC(=O)Nc1ccc(C(C)=O)cc1)CC(=O)Nc1cccc(OC)c1
(45) CCOc1ccc(C(=O)OCC(=O)NCc2ccco2)cc1OCC
(46) Oc1[nH]c2ccccc2c1N=Nc1ccc(F)cc1
(47) CCOC(=O)c1cccc(NC(=O)Nc2ccc(OCC)cc2)c1
(48) Cc1ccc(C2CC(c3ccccc3)n3ncnc3N2)cc1 (stereo not given)
assay / compound	43	44	45	46	47	48
TNAP inh hiacc	1	-6	-6	7	0	-2
PPARg SRC-3 ag	1	-4	-5	3	4	2
PPARg SRC-1 ag	-4	-2	-2	-1	4	7
TNAP inh no acc	-155	-5	-3	-4	-16	-8
TNAP act hiacc	1	1.1	1.1	0.9	1	1
HMGR II inh	5	2	-3	6	-6	-1
PPARg SRC2 recr	7	2	-1	-1	12	7
TR-FRET SRC-2 ct	1417	1693	1431	1423	1728	1512
bIAP inhibitor	-23	-4	-1	5	8	10
bIAP act	1.2	1	1	0.9	0.9	0.9

Of the compounds above, 6 contain a Cl atom:
(6) CN1C(=S)SC(N2OC3C(=O)N(c4ccccc4)C(=O)C3C2c2ccc(Cl)cc2)C1(C)C (stereo not given)
(18) COc1ccc(-n2c(SCC(=O)Nc3cc(C)on3)nc3ccccc3c2=O)cc1Cl
(21) Cc1ccc(C(=O)NC(=C(Cl)Cl)S(=O)(=O)c2ccc(C)cc2)cc1
(33) O=S(=O)(Cc1ccccc1Cl)N1CCCCC1
(34) O=C(NC12CC3CC(CC(C3)C1)C2)c1ccc(-c2ccc(Cl)cc2)o1
(35) CCCCN(NC(C)=O)c1nc(Cl)nc(NC(C)C)n1
assay / compound	6	18	21	33	34	35
TNAP inh hiacc	3	-4	0	-5	-2	-3
PPARg SRC-3 ag	9	2	-2	5	1	-4
PPARg SRC-1 ag	4	4	-7	3	-5	0
TNAP inh no acc	3	-5	-8	-12	-12	-7
TNAP act hiacc	1	1	1	1.1	1	1
HMGR II inh	-3	-3	-4	-5	-4	1
PPARg SRC2 recr	11	1	-6	-7	-5	-8
TR-FRET SRC-2 ct	1678	1488	1514	1569	1652	1600
bIAP inhibitor	8	7	x	9	-20	0
bIAP act	0.9	0.9	0.1	0.9	1.2	1
